CXCR6 block – CXCR6 receptor inhibitors, primary screen, cell-based, beta-arrestin, luminescence, CHO-K1 PathHunter, 1536-well; C-X-C chemokine receptor type 6 (Homo sapiens), O00574; 360,000 tested, 0.36% active; inhibition, % at 20 µM; in the data active = inhibition above about 34%, passing the limit was not always enough;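 also: antagonist mode with CXCL16 agonist at 10 nM final; 0% = 10 nM CXCL16 with DMSO and 100% = unstimulated wells without agonist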
Target sequence (O00574 whole entry, looked up): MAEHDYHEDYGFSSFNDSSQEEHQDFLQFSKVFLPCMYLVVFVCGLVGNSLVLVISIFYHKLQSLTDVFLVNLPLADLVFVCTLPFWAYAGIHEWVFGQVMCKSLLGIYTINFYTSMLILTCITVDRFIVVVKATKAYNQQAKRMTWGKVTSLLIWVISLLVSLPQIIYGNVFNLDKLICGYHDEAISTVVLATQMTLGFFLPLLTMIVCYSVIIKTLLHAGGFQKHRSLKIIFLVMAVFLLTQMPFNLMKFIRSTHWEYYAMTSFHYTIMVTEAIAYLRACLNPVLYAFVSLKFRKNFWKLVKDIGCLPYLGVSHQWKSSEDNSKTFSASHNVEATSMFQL
ATG4B inh – ATG4B protease inhibitors, primary screen, biochemical, fluorescence, uHTS; Cysteine protease ATG4B (Homo sapiens), Q9Y4P1; ATG4B cleavage of LC3-PLA2, NBD-HPC fluorescence, 1 h; inhibition, % at 8.33 µM; 340,000 tested, 0.51% active; in the data active = inhibition above about 40%
CCR6 antag – CCR6 receptor antagonists, primary screen, cell-based, CHO-K1, luminescence, beta-arrestin, uHTS | 340,000 tested, 0.49% active | CHO-K1 CCR6 PathHunter beta-arrestin, CCL20-stimulated | inhibition, % at 20 µM | C-C chemokine receptor type 6 (Homo sapiens), P51684 | AID 493098, 2011;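 active = compounds whose inhibition of the agonist-driven luminescence signal at 20 µM reaches about 50%, limit read from the data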;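 also: cells stimulated with CCL20 at 14 nM final; plate controls were DMSO with CCL20 for no effect and DMSO without agonist for full effect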
Target sequence (P51684 whole entry, looked up): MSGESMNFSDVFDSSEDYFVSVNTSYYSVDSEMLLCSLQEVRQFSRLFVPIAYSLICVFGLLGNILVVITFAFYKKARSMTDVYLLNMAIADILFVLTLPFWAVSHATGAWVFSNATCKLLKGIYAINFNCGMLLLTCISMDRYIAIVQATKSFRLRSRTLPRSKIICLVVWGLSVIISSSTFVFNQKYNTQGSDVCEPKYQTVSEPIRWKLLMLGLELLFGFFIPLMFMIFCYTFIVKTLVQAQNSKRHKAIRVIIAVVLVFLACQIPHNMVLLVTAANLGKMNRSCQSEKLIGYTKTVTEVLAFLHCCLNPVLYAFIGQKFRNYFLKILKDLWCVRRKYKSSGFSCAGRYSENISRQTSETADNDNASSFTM
APJ ag – agonists of human apelin receptor APJ, primary screen, CHO-K1 cells, PathHunter beta-arrestin, luminescence; activation, % at 20 µM; 330,000 tested, 0.11% active; 0% DMSO wells, 100% apelin; P35414;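 active = activation more than six SD over the plate average, tested at 20 µM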;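 also: 0% = DMSO alone and 100% = apelin-13 at 10 nM; some results filed as inactive read as strong as hits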
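system = engineered CHO-K1 APJ arrestin reporter cells | input = 1000 cells per well | timing = overnight seeding, 90 min compound at 25 °C, 1 h detection | measured by = enzyme-fragment complementation luminescence | read-out = beta-arrestin recruitment to APJ as agonist activity, luminescent signal | control set = negative DMSO alone, positive Apelin-13 at 10 nM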
UBC13 polyUb – UBC13 polyubiquitin chain formation inhibitors, primary screen, biochemical, TR-FRET, uHTS; Ubiquitin-conjugating enzyme E2 N (Homo sapiens), P61088; inhibition, % at 20 µM; 330,000 tested, 0.47% active; in the data active = inhibition above about 45%, passing the limit was not always enough
Target sequence (P61088 whole entry, looked up): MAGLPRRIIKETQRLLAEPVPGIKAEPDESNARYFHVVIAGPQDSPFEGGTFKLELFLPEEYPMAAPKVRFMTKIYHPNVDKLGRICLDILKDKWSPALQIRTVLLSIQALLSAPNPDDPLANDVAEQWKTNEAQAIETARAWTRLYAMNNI
APJ antagonist – antagonists of human apelin receptor APJ, primary screen, CHO-K1 cells, beta-arrestin complementation, luminescence. inhibition, % at 20 µM. P35414. AID 2521, 2010. 330,000 tested, 0.32% active;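 active = inhibition above about 40% at 20 µM, limit read from the data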;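 also: cells challenged with 10 nM apelin-13 agonist together with compound; plate controls were apelin-13 plus DMSO wells for no effect and DMSO wells lacking apelin-13 for full effect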
EBI2 antag – EBI2 receptor antagonists, beta-arrestin recruitment, primary screen, cell-based, luminescence, 7a,25-OHC stimulation, uHTS | G-protein coupled receptor 183 (Homo sapiens), P32249 | 7a,25-OHC stimulated | inhibition, % at 5 µM | 360,000 tested, 0.81% active | AID 651636, 2012; in the data active = inhibition above about 38%;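 also: enzyme fragment complementation signal reports receptor beta-arrestin coupling in cells; 0% = agonist plus DMSO wells and 100% = wells without agonist; some results beyond the cut were filed as inactive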
Gli-Sufu block – Gli-Sufu pathway antagonists, primary screen, luciferase luminescence, Sufu-KO-LIGHT cells, uHTS; AID 588413, 2011; 340,000 tested, 0.74% active; inhibition, % at 5 µM; Sufu-KO-LIGHT fibroblasts, Gli luciferase reporter luminescence;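 active = inhibition above about 55%, limit read from the data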;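 also: 0% = DMSO-treated cells and 100% = wells with medium but no cells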
Starred values were filed as active, the others as inactive; . = no result given.

SMILES | CXCR6 block | ATG4B inh | CCR6 antag | APJ ag | UBC13 polyUb | APJ antagonist | EBI2 antag | Gli-Sufu block
O=[N+]([O-])c1ccc(S(=O)(=O)N2CCN(c3ccnc4cc(Cl)ccc34)CC2)cc1 | -10 | 2 | 3 | 23 | -7 | -121 | 8 | 13
CCOc1ccc(S(=O)(=O)Nc2cccc(Cl)c2)cc1 | -6 | 1 | 2 | -3 | 0 | -18 | -9 | 10
C/C(=N\NC(=O)c1c(Cl)c(C)nn1C)c1cccc(NC(=O)c2cccc(F)c2)c1 | 1 | 2 | 17 | 1 | 6 | 11 | -1 | -25
COC(=O)c1cc(C)sc1NC(=O)CCCC(=O)O | 9 | -5 | -14 | -7 | 8 | -2 | -12 | 3
O=C(O)CC/C(=N\NC(=O)c1ccccc1Br)c1ccccc1 | -1 | 6 | -4 | 1 | 7 | -3 | -15 | -4
Brc1ccc(-c2csc(/N=C/N3CCOCC3)n2)cc1 | -8 | 4 | 8 | 0 | -10 | -8 | 9 | -38
NS(=O)(=O)c1ccc(N2N=C(c3ccccc3)CC2c2ccccc2)cc1 (centres undefined) | -1 | 2 | 10 | -2 | 21 | -2 | 0 | 8
O=C(Nc1nc(-c2ccco2)c(-c2ccco2)s1)c1ccco1 | -2 | 16 | 12 | 12 | 13 | -36 | -3 | 1
COc1ccc(/C=C(\C#N)c2nc3ccccc3[nH]2)cc1O | -10 | -10 | -4 | 1 | -24 | 15 | 9 | -23
CC(=O)NS(=O)(=O)c1ccc(NC(=O)c2oc3c(Cl)cccc3c2C)cc1 | . | 1 | 11 | -5 | 16 | -3 | . | 10
COc1ccc(Nc2cc(C)nc3c(C)cccc23)cc1OC | -4 | 0 | 17 | 3 | -3 | -3 | 8 | 13
O=C(CSC1CC(=O)N(CC(c2ccccc2)c2ccccc2)C1=O)Nc1ccc(Cl)cc1 (centres undefined) | -4 | -14 | 1 | . | . | . | 13 | 5
Cc1nn(C)c2c(=O)c(=O)c2n(C)[nH]1 | 7 | 4 | -6 | 1 | -6 | 10 | -6 | 10
O=C(Cc1ccc(Cl)cc1)Nc1ccccc1Sc1ccccc1 | -4 | 6 | 14 | -1 | 18 | 7 | 35 | -6
CC(C)Sc1nnc2n(CCc3ccccc3)c(=O)c3c4c(sc3n12)COC(C)(C)C4 | . | 8 | 24 | -7 | -10 | 11 | . | -36
CCOc1ncccc1C(=O)NCc1ccc(OC)c(OC)c1 | -3 | -10 | -2 | 1 | 5 | -9 | -5 | -3
C#CCOCCOCCOCCNc1nc(N2CCOCC2)nc(N2CCN(C(=O)[C@H](Cc3cc4ccccc4[nH]3)n3cc([C@@H](N)CC(C)C)nn3)CC2)n1 | 2 | -22 | -4 | -5 | 28 | 8 | -7 | 0
CCn1nc(C(=O)Nc2cccc(S(=O)(=O)N3CCCC3)c2)c2ccccc2c1=O | 6 | -30 | 1 | 4 | 4 | 28 | 4 | 5
CCCc1ccc(C(=O)CN2C(=O)C(=O)N(C3CCCC3)C2=O)cc1 | 3 | -11 | -1 | -2 | 10 | -1 | -7 | -9
CCOc1ccc(OCCC(=O)OC(C)C(=O)Nc2ccc(C(C)=O)cc2)cc1 (centres undefined) | -5 | 0 | 15 | 1 | -3 | -3 | 7 | -3
Clc1ccc(CSc2ccc(-c3ccccn3)nn2)cc1 | 1 | 6 | 8 | -3 | 8 | -1 | -2 | -45
C#CCN(CC=C)C(=O)C1CCC(=O)N(CCCc2ccccc2)C1 (centres undefined) | 4 | 5 | -1 | 1 | 2 | -23 | 9 | 40
N#Cc1ccc(C(=O)Nc2cc(S(=O)(=O)N3CCCC3)ccc2OCC(F)(F)F)cc1 | 4 | 11 | 6 | 1 | -9 | 15 | 4 | 0
CCOC(=O)C1=C(C)NC(=O)NC1c1ccc(OCCO)c(OC)c1 (centres undefined) | -2 | 10 | 2 | -3 | -1 | 13 | -4 | 8

Three consecutive records already listed, for reference:
SMILES | CXCR6 block | ATG4B inh | CCR6 antag | APJ ag | UBC13 polyUb | APJ antagonist | EBI2 antag | Gli-Sufu block
C#CCN(CC=C)C(=O)C1CCC(=O)N(CCCc2ccccc2)C1 (centres undefined) | 4 | 5 | -1 | 1 | 2 | -23 | 9 | 40
N#Cc1ccc(C(=O)Nc2cc(S(=O)(=O)N3CCCC3)ccc2OCC(F)(F)F)cc1 | 4 | 11 | 6 | 1 | -9 | 15 | 4 | 0
CCOC(=O)C1=C(C)NC(=O)NC1c1ccc(OCCO)c(OC)c1 (centres undefined) | -2 | 10 | 2 | -3 | -1 | 13 | -4 | 8

Going on with the list.
SMILES | CXCR6 block | ATG4B inh | CCR6 antag | APJ ag | UBC13 polyUb | APJ antagonist | EBI2 antag | Gli-Sufu block
Cc1ccc(/C=N/NC(=O)C2=NNC(c3ccccc3)(c3ccccc3)C2)c(O)c1 | 49* | 29 | 13 | -3 | -31 | 13 | -12 | -11
O=C(CCSc1ccccc1)Nc1ccc(OCc2ccccc2)cc1 | -1 | 3 | -3 | -3 | -4 | 24 | 5 | 11
CC(C)(C)/C(O)=C(/C#N)c1nc2ccccc2[nH]1 | 3 | 16 | 45 | -1 | 2 | 10 | -10 | 2
COc1ccc2nc(N3CCN(C(=O)c4ccc([N+](=O)[O-])o4)CC3)sc2c1 | -28 | 0 | -21 | 24 | -7 | -107 | -20 | 30
Cc1ccc(C)c(NC(=S)Nc2ccc(S(=O)(=O)Nc3ncccn3)cc2)c1 | 3 | 16 | 6 | -3 | 0 | 1 | -8 | 8
CCCc1cc(=O)[nH]c(Nc2cc(OC)ccc2OC)n1 | -5 | -1 | -2 | -4 | -6 | 2 | -6 | -3
Cc1ccccc1-c1ncc(CN2CCN(C3CCCCC3)C(CCO)C2)cn1 (centres undefined) | 3 | -12 | 3 | 1 | 13 | 7 | -10 | 45
O=C(O)C1C(C(=O)O)C1(c1ccccc1)c1ccccc1 (centres undefined) | 6 | -3 | 3 | -1 | -16 | -11 | -4 | -2
Fc1ccc2[nH]c3c(NCCN4CCOCC4)ncnc3c2c1 | -6 | -3 | -12 | 10 | 6 | -10 | 2 | 29
COc1ccc(C(=O)NC(C)Cn2nc(C)cc2C)cc1OC1CCN(C(C)=O)CC1 (centres undefined) | -4 | 4 | 9 | -5 | -11 | -16 | -9 | -8
CC(=O)c1ccc(OCC(=O)NCC(c2ccco2)N2CCCCC2)cc1 (centres undefined) | 4 | -1 | 15 | -3 | -5 | -4 | -10 | 18
COc1ccc2c(c1)CCc1c(C(=O)N3CCCCCC3)noc1-2 | -2 | 12 | 17 | -3 | 1 | -3 | 10 | -53
COc1ccc(C(F)(F)F)cc1N/C=C\c1nnnn1-c1ccc(C)cc1 | 7 | -11 | 4 | -1 | 4 | -14 | 7 | -5
COc1cc(C(C#N)N2N=C(c3ccccc3)CC2c2ccccc2)ccc1O (centres undefined) | 8 | -1 | 4 | -4 | -5 | -3 | 2 | -6
Cc1c(C#N)c2ccccc2n1C | -5 | 4 | 0 | 0 | -2 | 12 | -6 | 4
Cn1cc(CN2CCC(n3nccc3NC(=O)c3ccccc3Cl)CC2)cn1 | -5 | -4 | 4 | -2 | 1 | -6 | 4 | 8
O=c1[nH]c2cc(Cl)ccc2n(CCNc2ncc(C(F)(F)F)cc2Cl)c1=O | 7 | 2 | -3 | 2 | -16 | 10 | -32 | -8
Cn1c(C(=O)c2ccccc2[N+](=O)[O-])nc2ccccc21 | -1 | -1 | 5 | -1 | -8 | 9 | -4 | -11
Nc1nccnc1C(=O)OCC(=O)c1ccc[nH]1 | -1 | 6 | 9 | -4 | 6 | -18 | -6 | -1
CC(=O)OC1CSc2nc3ccccc3n2C1 (centres undefined) | -6 | -6 | -12 | -3 | -7 | 0 | 6 | -1
CC1CCCCN1Cc1c(O)ccc2c(=O)c(-c3ccc(Cl)cc3Cl)coc12 (centres undefined) | 8 | -2 | 10 | 1 | 9 | 21 | 0 | 13
Cc1ccc(-c2c(C(=O)N/N=C/c3ccoc3)nnn2-c2nonc2N)cc1 | 2 | -3 | -18 | 2 | -12 | -4 | -10 | -2
Cc1nn(-c2ncc(C(F)(F)F)cc2Cl)c(=O)n1-c1ccccc1F | -8 | 3 | -4 | 0 | -2 | 18 | -14 | 4
Cc1ccc(C)c(N2CCN(C(=O)CCc3nc(-c4cccc(C(F)(F)F)c4)no3)CC2)c1 | 1 | -4 | 23 | . | . | . | -2 | -9

3 entries out of the list above, ordered by the number in CXCR6 block, falling:
Structure	CXCR6 block
CC1CCCCN1Cc1c(O)ccc2c(=O)c(-c3ccc(Cl)cc3Cl)coc12 (centres undefined)	8
COc1ccc(C(F)(F)F)cc1N/C=C\c1nnnn1-c1ccc(C)cc1	7
Cn1cc(CN2CCC(n3nccc3NC(=O)c3ccccc3Cl)CC2)cn1	-5

Further compounds
SMILES | CXCR6 block | ATG4B inh | CCR6 antag | APJ ag | UBC13 polyUb | APJ antagonist | EBI2 antag | Gli-Sufu block
CCOCCCNC(=O)CN1C(=O)NC(Cc2c[nH]c3ccccc23)C1=O (centres undefined) | -3 | -3 | 9 | -2 | 3 | 13 | -20 | 2
COc1cccc(OC)c1CN1CCCC(C(=O)c2ccccc2SC)C1 (centres undefined) | -6 | 17 | -3 | -4 | 7 | 12 | 4 | 39
Nc1nc(NC2CCCC2)cc(=O)[nH]1 | 2 | -2 | 2 | . | . | . | -10 | 10
O=C1CC[C@H](O)CCN1CCSc1ccc(Br)cc1 | -11 | 0 | 2 | 2 | 11 | -3 | 6 | -16
CN(C(=O)COc1ccc(Cl)cc1)C1(C)CCS(=O)(=O)C1 (centres undefined) | 7 | -4 | 14 | -7 | -1 | 3 | 5 | -1
C/C(CCc1ccc2c(c1)OCO2)=N\NC(=O)c1ccccc1Cl | 2 | -1 | -10 | 0 | 7 | -9 | -9 | 0
COc1cccc(CNC(=O)CCNS(=O)(=O)c2ccc3[nH]c(=O)oc3c2)c1 | 0 | 7 | 19 | 0 | 3 | 5 | -8 | -3
CC(=O)Nc1ccc(NC(=O)CC2SC(=O)N(CC(=O)c3ccccc3)C2=O)cc1 (centres undefined) | 13 | -7 | 10 | -4 | 4 | 18 | 4 | 17
O=S1(=O)CCOCCCN1Cc1ccccc1Br | 0 | -1 | 7 | 2 | 0 | 8 | -4 | 2
CCOC(=O)Cc1csc(NS(=O)(=O)c2ccc([N+](=O)[O-])cc2)n1 | -6 | -9 | 5 | 0 | -10 | -27 | -12 | -13
CCOc1ccc(NC(=O)NCC2CCN(c3ccc(OC)cc3)C2)cc1 (centres undefined) | -2 | -4 | 7 | -1 | 6 | 6 | 12 | 4
CC(N=Cc1nc(-c2ccccc2)oc1O)c1ccccc1 (centres undefined) | 4 | 2 | 2 | -3 | -5 | -1 | 7 | -18
COC(=O)[C@]1(Cc2ccccc2)N[C@H](CN(C)C(C)=O)[C@@H]2C(=O)N(C)C(=O)[C@@H]21 | -7 | -11 | 1 | -5 | 5 | 1 | -7 | 0
CCOC(=O)C1=C(c2ccccc2)N2CCS(=O)(=O)N=C2S1 | -2 | 1 | 4 | 4 | -2 | 2 | -4 | -3
CC(C)C(OC(=O)C1=Cc2ccccc2OC1)C(=O)NCC1CCCO1 (centres undefined) | 2 | 0 | 8 | . | . | . | 1 | -26
CCOc1ccc(/C=C2/Sc3ccc(C(=O)NCC4CCCO4)cc3N(C)C2=O)cc1OC (centres undefined) | -2 | 2 | 6 | -3 | 5 | -13 | -7 | -15
COC(=O)C[C@H]1c2cc(F)ccc2S(=O)(=O)N1C(C)C | -4 | -7 | 8 | -7 | 4 | 18 | -1 | -28
Cc1cccc(C(=O)NCC(=O)N2CC=C(c3ccccc3)CC2)c1 | -1 | 0 | 1 | -3 | 4 | 2 | 11 | 2

Compound activity deposited in PubChem BioAssay by Sanford-Burnham Center for Chemical Genomics.

This is a random part of the collection; overall some 3% were active at least once.
